# High-throughput results as filed in PubChem BioAssay.
# M1 ag – human M1 muscarinic receptor agonists, primary screen, Fluo-8 calcium fluorescence, CHO-K1 cells, HTS | activation, % at 3 µM | 0.33% of 360,000 active | AID 588814, 2011 | Muscarinic acetylcholine receptor M1 (Homo sapiens), P11229 | CHO-K1 hM1, agonist mode; 0% DMSO, 100% acetylcholine EC100;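 active means activation above the run's mean compound activation plus 3 SD, cut at about 16% in these data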;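 further: peak over basal fluorescence ratio within a 140 s kinetic read after compound addition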
# Target sequence (P11229 whole entry, looked up): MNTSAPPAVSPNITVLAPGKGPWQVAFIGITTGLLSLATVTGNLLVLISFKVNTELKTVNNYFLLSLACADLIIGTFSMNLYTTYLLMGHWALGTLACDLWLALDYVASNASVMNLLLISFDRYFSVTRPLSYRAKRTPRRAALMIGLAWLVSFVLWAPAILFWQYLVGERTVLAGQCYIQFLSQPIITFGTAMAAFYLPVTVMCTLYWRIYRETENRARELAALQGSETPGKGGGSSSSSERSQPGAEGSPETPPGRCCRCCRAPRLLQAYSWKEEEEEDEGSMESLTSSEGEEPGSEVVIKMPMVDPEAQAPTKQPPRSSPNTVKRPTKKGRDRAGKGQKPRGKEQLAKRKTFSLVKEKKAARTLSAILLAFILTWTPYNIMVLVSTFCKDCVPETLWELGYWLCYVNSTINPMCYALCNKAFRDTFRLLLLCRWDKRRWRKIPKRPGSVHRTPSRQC
# TAAR1 agonist – human TAAR1 agonists, primary screen, Fluo-8 calcium fluorescence, CHO RD-HGA16 cells; activation, % at 3 µM; AID 624467, 2012; Trace amine-associated receptor 1 (Homo sapiens), Q96RJ0; 0.99% of 360,000 active; vehicle wells 0%, saturating PEA agonist 100%;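 active means activation above the mean activation of all test compounds in the run plus 3 SD, cut at about 38% in these data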
#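 System: CHO-derived RD-HGA16 cells with stable Gα16 and human TAAR1. Times: 17-24 h plating, Fluo-8 75 min 37 °C, 30 min RT. Measured by: calcium-sensitive Fluo-8 signal, excitation 470-495, emission 515-575 nm. Read-out basis: % activation relative to PEA EC100 response. Control set: DMSO and PEA EC100. Repeats: no replicates (n 1).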
# M1 ag parental – counter-screen for M1 agonists: effect in parental CHO-K1 cells | Fluo-8 calcium fluorescence; scaled to maximal ATP response, vehicle zero | activation, % at 3 µM | 0.48% of 360,000 active; in the data active means activation above about 15%;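 further: untransfected CHO-K1 host cells lacking M1 receptor as counterscreen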
# OXTR potentiate – human OXTR potentiators, primary screen, fluorescence, CHO-OTR cells, Fluo-8 calcium. Oxytocin receptor (Homo sapiens), P30559. Fluo-8 calcium fluorescence, potentiator mode; 0% = oxytocin EC15, 100% = EC100. activation, % at 3 µM. 0.061% of 320,000 active. AID 2445, 2010;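 active means activation above that plate's cutoff, the mean activation of tested compounds plus 3 SD, cut at about 6.6% in these data, passing the limit was not always enough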;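 further: 100% uses oxytocin at 75 nM as the full agonist control; some results filed as inactive read as strong as hits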
#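 assay system = CHO-OTR cells, human receptor | schedule = compound 6 min at room temperature before oxytocin, 100 s read | detection = Fluo-8 intracellular calcium fluorescence, ex 470-495, em 515-575 nm | evaluation = normalized max/min fluorescence ratio, % activation | control set = EC15 oxytocin alone as 0%, 75 nM oxytocin (EC100) as 100%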
# CHO parental Ca – ATP-evoked calcium signal inhibitors, parental CHO, primary screen, counter-screen for OX1R antagonist project, cell-based, fluorescence, Fluo-8 calcium dye. parental CHO-K1, ATP-induced calcium, Fluo-8 fluorescence. inhibition, % at 5.6 µM. 0.63% of 330,000 active;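 active means inhibition above that plate's mean sample inhibition plus 3 SD, cut at about 26% in these data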;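 further: 0% = ATP-challenged DMSO wells and 100% = DMSO wells without ATP; some compounds past the cut are filed as inactive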
#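 material = parental CHO cells | also added = ATP as calcium-mobilizing challenge | dosing = single point at 5.6 µM | detection = intracellular calcium via Fluo-8 no-wash fluorescent dye | read-out = % inhibition | benchmarks = low control ATP plus DMSO, high control DMSO only | repeats = one well per compound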
# V1R ag counter – agonists of human V1a receptor, primary screen, counter-screen for OXTR agonist project, fluorescence, CHO-V1R cells | Vasopressin V1a receptor (Homo sapiens), P37288 | Fluo-8 calcium fluorescence, agonist mode; 0% DMSO, 100% 3 nM vasopressin | activation, % at 3 µM | 0.25% of 320,000 active;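 active means activation above the mean activation of all tested compounds plus 3 SD, per screening run, cut at about 20% in these data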;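 further: signal is peak over basal fluorescence ratio across a 100 second FLIPR read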
# Target sequence (P37288 whole entry, looked up): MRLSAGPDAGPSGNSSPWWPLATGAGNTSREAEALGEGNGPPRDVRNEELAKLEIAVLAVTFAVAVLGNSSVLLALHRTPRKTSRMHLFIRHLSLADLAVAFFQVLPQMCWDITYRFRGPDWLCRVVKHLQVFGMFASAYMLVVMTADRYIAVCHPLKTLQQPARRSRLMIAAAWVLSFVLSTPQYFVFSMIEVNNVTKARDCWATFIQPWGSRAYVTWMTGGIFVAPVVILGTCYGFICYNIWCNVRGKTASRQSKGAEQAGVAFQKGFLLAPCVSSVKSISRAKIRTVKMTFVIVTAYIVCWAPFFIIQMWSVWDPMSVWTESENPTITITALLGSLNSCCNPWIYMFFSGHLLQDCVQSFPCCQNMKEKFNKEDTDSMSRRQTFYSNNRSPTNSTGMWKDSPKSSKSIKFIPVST
# TAAR1 antagonist – human TAAR1 antagonists, primary screen, Fluo-8 calcium fluorescence, CHO RD-HGA16 cells | Trace amine-associated receptor 1 (Homo sapiens), Q96RJ0 | antagonist | inhibition, % at 3 µM | 1.5% of 360,000 active | AID 624466, 2012;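 active means inhibition above a per-plate cutoff, the mean inhibition of test compounds on that plate plus 3 SD, cut at about 49% in these data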;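 further: 0% = DMSO plus EC80 beta-PEA response and 100% = DMSO alone without agonist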
#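 Test system – hTAAR1-expressing CHO RD-HGA16 cells, Gα16-coupled · Also added – β-PEA at EC80 concentration, post-compound challenge · Compound – 3 µM, single point · Incubation – dye loading 75 min at 37 °C, then 30 min room temperature · Measured by – Fluo-8 intracellular calcium dye fluorescence, real-time kinetic reads · Benchmarks – vehicle and agonist controls · Replicates – singlicate, one well per test compound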
# CHO-K1 Ca antag – M1 antagonist counterscreen hit in parental CHO-K1 cells; 0.6% of 360,000 active; inhibition, % at 3 µM; ATP-induced calcium, Fluo-8 fluorescence;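 active means inhibition above a per-plate cutoff, the plate's mean sample inhibition plus 3 SD, cut at about 24% in these data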;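 further: 0% = DMSO plus EC80 ATP and 100% = DMSO alone without ATP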
# CHO-K1 Ca PAM – nonselective calcium activators in parental CHO-K1 cells, primary screen, counter-screen for M1 PAM project, cell-based, Fluo-8 calcium fluorescence, full deck, 1536-well; ATP EC20; 0% at ATP EC20, 100% at ATP max; activation, % at 3 µM; 0.02% of 360,000 active; AID 602247, 2012;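 active means activation above the run cutoff, the mean activation of all test compounds plus 3 SD, cut at about 40% in these data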;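 further: peak over basal fluorescence ratio in a 140 s read after ATP addition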
# * marks the source's active call; other numbers are inactive results; nt = no result given.
SMILES,M1 ag,TAAR1 agonist,M1 ag parental,OXTR potentiate,CHO parental Ca,V1R ag counter,TAAR1 antagonist,CHO-K1 Ca antag,CHO-K1 Ca PAM
OC[C@@H]1CN(Cc2ccc(-c3ccccc3)cc2)C[C@H](n2cnc3c(NC4CCC4)ncnc32)O1,1,8,11,nt,nt,nt,36,23,-11
COc1cc(/C=N\NC(=O)CNC(=O)c2cccc([N+](=O)[O-])c2)ccc1O,-1,0,0.6,4,-6,0.2,15,2,10
COc1cc(-c2nnc(SCC(=O)N(Cc3ccccc3)C(C)(C)C)o2)cc(OC)c1OC,-2,11,5.1,-12,-14,2.2,36,-5,10
COc1ccc(-c2cc(=O)c3c(O)c(OC)c(OC)c(OC)c3o2)cc1,-3,6,2.2,nt,nt,nt,0,-19,27
CCN(CC)S(=O)(=O)c1cccc(S(=O)(=O)c2cccc(S(=O)(=O)N(CC)CC)c2)c1,-5,9,9.4,-10,8,11,16,-3,-13
COCCOC(=O)C1=C(C)NC(=O)CC1c1cc2c(cc1Br)OCO2 (configuration not stated),-5,18,0.5,-17,-17,-0.3,3,-6,15
CC(C)Oc1ccc(CCC(=O)N/N=C/c2ccncc2)cc1,-2,10,3.2,-2,-2,1.6,-14,-1,8
O=C(COC(=O)Cc1ccc(S(=O)(=O)N2CCOCC2)s1)Nc1ccc(OC(F)F)cc1,-2,3,7.6,-5,11,5.7,-4,-18,13
O=C(CC(CC(=O)c1ccccc1)c1ccco1)c1ccccc1,-2,1,0.2,nt,nt,nt,6,-18,10
O=C(NN1C(=O)NC2(CCCCC2)C1=O)c1cc2cc(Cl)ccc2o1,-3,8,0.2,-12,-10,0.9,-1,-19,7
C=CCn1c(O)c(CN2CCOCC2)c(C)c(C#N)c1=O,0,nt,0.5,-6,6,1.4,nt,4,-2
Cc1cccc(NC(=S)N/N=C(\c2ccccc2)C(C)C)c1,-11,4,1.4,-6,-21,-1.1,-6,2,19
CC1(C)CC(=O)c2cc(OCC(=O)NCc3cccnc3)ccc2O1,-4,5,0.5,1,5,0.1,-2,1,12
O=P(COCCO)(c1ccccc1)c1ccccc1,-4,8,1.2,-8,0,1.6,0,-26,21
O=Cc1ccc(OCC(=O)N2CCc3ccccc32)c(Br)c1,-2,0,2.4,nt,nt,nt,-3,-8,9
COCCCNC(=O)c1ccc(N(C)S(C)(=O)=O)cc1,-4,11,0.2,-2,-1,0.5,-2,-4,16
COCCCNC(=S)N1CCN(C)CC1,-3,1,0.8,3,-8,1.5,-12,-11,14
Cc1ccc(-c2nc3c(c(=O)[nH]c(=O)n3Cc3ccccc3)n2C)o1,-10,-1,0.1,nt,nt,nt,0,-13,2
COCc1cc(CN2CCCC2)c(O)c2ncccc12,-7,7,-0.1,-3,-21,1.0,-16,0,-1
CC1(C)C=Cc2c(c3ccccc3[nH]c2=O)O1,-5,4,1.2,-9,-10,-0.7,3,-23,28

# Ordered by the number under TAAR1 antagonist (smallest number first): 3 from the list above.
SMILES	TAAR1 antagonist
O=C(COC(=O)Cc1ccc(S(=O)(=O)N2CCOCC2)s1)Nc1ccc(OC(F)F)cc1	-4
O=C(NN1C(=O)NC2(CCCCC2)C1=O)c1cc2cc(Cl)ccc2o1	-1
Cc1ccc(-c2nc3c(c(=O)[nH]c(=O)n3Cc3ccccc3)n2C)o1	0

# New compounds follow:
SMILES,M1 ag,TAAR1 agonist,M1 ag parental,OXTR potentiate,CHO parental Ca,V1R ag counter,TAAR1 antagonist,CHO-K1 Ca antag,CHO-K1 Ca PAM
COc1ccc(C(=O)N(Cc2ccc(N(C)C)cc2)C2CCS(=O)(=O)C2)cc1 (configuration not stated),-3,16,0.6,1,-8,-0.1,2,-14,17
O=C(N/N=C/c1ccco1)c1cc(-c2ccc(Cl)s2)[nH]n1,1,2,1.5,-22,-4,0.3,7,-7,2
CN(C(=O)c1cccc(Br)c1)C1CCS(=O)(=O)C1 (configuration not stated),-2,0,9.0,-2,1,-0.3,-7,9,-7
CC(=O)c1ccc(S(=O)(=O)Nc2ccccc2C(=O)NC2CC2)cc1,-2,-1,0.6,-5,-21,0.7,8,-4,-3
Cc1cc(C(F)(F)F)cc(NNC(=O)NC(=O)c2ccc(Cl)cc2)n1,2,1,7.0,-2,-10,0.9,-13,-12,11
COc1ccc(N2CCN(C(=O)c3ccc4c(c3)OCO4)CC2)cc1,-3,2,0.5,-11,-2,0.8,4,-5,22
Cc1ccc(C)n1-c1nn(S(=O)(=O)c2cccc(C(F)(F)F)c2)c2cccc(F)c12,-2,6,0.4,-12,-17,0.4,-24,-10,7
CCn1cc(C(=O)N2CCCc3ccccc32)c2cc(OC)c(OC)cc2c1=O,1,6,0.7,-10,-14,0.8,4,-8,-24
CCN(CC)CC(=O)Nc1ccc2c(c1)N(C(=O)CN(CC)CC)c1ccccc1CC2,-13,9,0.3,-5,-6,0.0,-15,-16,2
CCN=C(NCC)SC1CC(=O)N(c2cccc(OC)c2)C1=O (configuration not stated),0,23,7.8,-5,-7,3.9,55*,-6,9
Nc1c(C(=O)Nc2ccc3c(c2)OCCO3)nnn1Cc1ccccc1Cl,13,17,1.7,-13,3,10,16,11,-16
Brc1ccc(CSc2nnc(-c3ccccn3)n2Cc2ccco2)cc1,-7,3,1.8,-10,-7,-0.2,42,-2,3
Clc1ccc2nc(-c3ccncc3)cc(-c3ccccc3)c2c1,-5,2,-0.3,-6,-5,0.3,-10,9,7
O=C(NCc1ccco1)c1cc2c(s1)CCCCC2,-8,-2,-0.4,3,-17,-1.1,26,1,1
CC1CN(C(=O)Nc2ccc(F)cc2F)CC(C)O1 (configuration not stated),-1,3,0.8,-5,4,-0.4,10,-5,3
COc1ccc(C(=O)CCC(=O)Nc2cccnc2)c(OC)c1,-3,-1,0.9,-5,-8,2.1,-7,-21,11
NC1=NC(=O)CC(C(=O)NCc2ccccc2)S1 (configuration not stated),-2,1,-0.2,-13,-14,0.3,-8,-9,19
Cc1c(O[C@@H]2O[C@H](CO)[C@@H](O)[C@H](O)[C@H]2O)ccc2c1oc(=O)c1ccccc12,-3,0,1.2,nt,nt,nt,-29,-11,14
Cc1ccccc1-c1cccc([C@@H]2C[C@H]3[C@H](CON3C)CN2Cc2ccccc2)c1,-4,2,-0.1,nt,nt,nt,7,-3,1
C=CCNC(=O)C1CCC(=O)N1S(=O)(=O)c1ccc(C)cc1 (configuration not stated),-1,2,0.8,-10,-1,0.5,-3,-1,6
COc1ccc(S(=O)(=O)N2CCN(C(=O)c3cc4c(s3)CCC4)CC2)cc1,2,5,7.9,-10,-12,2.1,12,0,-2
Cc1ccc(CNC(=O)CC(C)S(=O)(=O)c2ccc3c(c2)NC(=O)CO3)cc1 (configuration not stated),-2,10,4.0,-7,-7,4.0,-21,-16,8
O=C(CSc1nc2ccccc2c(=O)n1CC1CCCO1)NCc1ccccc1 (configuration not stated),-1,-1,0.2,4,-6,0.2,7,4,-6
CC(=O)OCC(=O)[C@H]1CC[C@H]2[C@@H]3CCC4=CC(=O)CC[C@]4(C)[C@H]3CC[C@]12C,-6,0,-0.1,-13,-10,1.3,-6,13,-1
CC(=O)C[C@H]1c2cc(C(F)(F)F)ccc2S(=O)(=O)N1C1CCCC1,-11,14,-0.9,0,-12,-1.8,-4,11,-5
CCSc1nc2c([nH]1)c(=O)n(C)c(=S)n2C,-6,1,0.3,nt,nt,nt,-7,-9,17
CCOC(=O)C(=O)N(C)c1c(CC)nc2c(OCc3ccc(OC(F)F)cc3)cccn12,-8,1,1.1,nt,nt,nt,-2,-15,19
C=CCOc1ccccc1CN1CCCCCC1,-10,0,0.4,nt,nt,nt,11,-23,22
CCCN1Cc2cccc(C(=O)N3CCN(c4ccc(F)cc4)CC3)c2C1=O,0,8,0.3,-7,-22,-0.6,-8,-2,12
CCOc1ccccc1CN1C(=O)NC(C)(c2ccccc2)C1=O (configuration not stated),-3,2,-0.1,-11,-6,0.3,-10,-12,3
O=C(CSc1nc2ccccc2c(=O)n1-c1ccc(OC(F)F)cc1)NCc1cccs1,-7,9,2.6,-5,-5,-0.3,4,-8,25
CCC(C)C(NC(=O)OC(C)(C)C)C(=O)NC(Cc1ccccc1)C(=O)OC (configuration not stated),-3,-3,-0.2,-1,-9,-0.4,-35,3,-7
O=C(CSc1nccc(=O)[nH]1)NN(c1ccccc1)c1ccccc1,0,11,1.6,-4,3,0.2,-16,-9,12
Cc1ccc([C@@H]2C[C@H]3[C@@H](CN2S(=O)(=O)c2ccc(C)cc2)C(=O)C[C@@H](c2cccc(Cl)c2)N3S(=O)(=O)c2ccc(C)cc2)cc1,0,1,-0.2,nt,nt,nt,-16,0,-12

# Entries from the list above that contain a CF3 group:
SMILES,M1 ag,TAAR1 agonist,M1 ag parental,OXTR potentiate,CHO parental Ca,V1R ag counter,TAAR1 antagonist,CHO-K1 Ca antag,CHO-K1 Ca PAM
Cc1cc(C(F)(F)F)cc(NNC(=O)NC(=O)c2ccc(Cl)cc2)n1,2,1,7.0,-2,-10,0.9,-13,-12,11
Cc1ccc(C)n1-c1nn(S(=O)(=O)c2cccc(C(F)(F)F)c2)c2cccc(F)c12,-2,6,0.4,-12,-17,0.4,-24,-10,7
CC(=O)C[C@H]1c2cc(C(F)(F)F)ccc2S(=O)(=O)N1C1CCCC1,-11,14,-0.9,0,-12,-1.8,-4,11,-5
